# Kir21 inh: Kir2.1 (mouse) channel inhibition; HEK293-Kir2.1, FluxOR thallium flux fluorescence; active compounds read low; 310,000 tested, 0.85% active; AID 1672; B-score at 10 µM; P35561;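 active means fluorescence ratio B-score at or below minus 3 SD of library scores, with starting-brightness B-score within 2 SD, cut at about -4.2 in these data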;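 further: channel flux triggered by added potassium and thallium sulfate stimulus; B-score of peak minus minimum fluorescence over baseline after thallium stimulus; more negative B-score means stronger Kir2.1 block with less thallium influx; some compounds called inactive have numbers as strong as hits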
# Target sequence (P35561 whole entry, looked up): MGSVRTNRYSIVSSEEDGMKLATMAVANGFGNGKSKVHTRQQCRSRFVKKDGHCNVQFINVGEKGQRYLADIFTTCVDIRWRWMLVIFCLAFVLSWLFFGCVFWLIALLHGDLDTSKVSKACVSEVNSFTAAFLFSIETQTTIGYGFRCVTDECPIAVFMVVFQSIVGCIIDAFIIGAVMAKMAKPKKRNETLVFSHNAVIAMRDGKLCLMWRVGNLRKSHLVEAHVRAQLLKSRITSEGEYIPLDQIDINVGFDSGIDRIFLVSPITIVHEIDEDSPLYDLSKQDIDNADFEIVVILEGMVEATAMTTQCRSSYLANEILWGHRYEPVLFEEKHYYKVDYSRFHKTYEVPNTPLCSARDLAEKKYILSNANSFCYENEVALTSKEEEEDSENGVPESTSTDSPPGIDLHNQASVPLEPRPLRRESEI
# CHT block: inhibitors of human choline transporter CHT | B-score at 10 µM | Q9GZV3 | 310,000 tested, 0.86% active | AID 488975 | CHT-expressing cells, membrane potential dye, choline response; active compounds read low;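 active means B-score over 3 SD under the library average, and starting fluorescence ratio not unusually high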;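 further: choline stimulus applied at its EC90 after an EC20 pre-addition; B-score computed on integrated fluorescence ratio after choline addition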
# Target sequence (Q9GZV3 whole entry, looked up): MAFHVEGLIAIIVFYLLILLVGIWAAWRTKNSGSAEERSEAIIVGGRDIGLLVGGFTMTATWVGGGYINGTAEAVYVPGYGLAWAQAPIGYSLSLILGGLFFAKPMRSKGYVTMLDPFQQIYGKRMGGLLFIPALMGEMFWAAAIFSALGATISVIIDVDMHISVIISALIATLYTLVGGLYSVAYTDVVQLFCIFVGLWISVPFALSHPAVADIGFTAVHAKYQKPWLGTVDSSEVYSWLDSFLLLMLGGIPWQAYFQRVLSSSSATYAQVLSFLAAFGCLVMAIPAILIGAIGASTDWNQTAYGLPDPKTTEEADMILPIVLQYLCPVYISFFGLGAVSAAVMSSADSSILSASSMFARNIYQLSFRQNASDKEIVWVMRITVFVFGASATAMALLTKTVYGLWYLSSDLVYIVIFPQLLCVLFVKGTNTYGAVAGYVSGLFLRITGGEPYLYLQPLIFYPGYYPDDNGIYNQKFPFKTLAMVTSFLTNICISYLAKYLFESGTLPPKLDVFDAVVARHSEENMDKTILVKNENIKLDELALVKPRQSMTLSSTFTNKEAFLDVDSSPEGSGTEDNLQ
# Active calls of the source: *; i = inactive; nt = no result given. Not a hit list; 1.6% or so of the library scored in one or more.
# The opening 6 compounds, ahead of the listing:
SMILES,Kir21 inh,CHT block
Cc1cc2sc3ccc(C#CC4(O)CCCCC4)cc3c(=O)c2cc1C,2.4,i
COC(=O)c1ccc(C)c(N(CCO)CCO)c1,1.9,i
C=CCNC(=O)c1ccccc1NC(=O)Nc1ccccc1,1.7,i
COc1ccc(OC)c(S(=O)(=O)N2CCC(NC(=O)c3ccccc3)CC2)c1,-0.06,i
Cc1ccc(NS(=O)(=O)c2ccc(CCC(=O)N3CCOCC3)cc2)cc1,-0.4,i
CCc1nc(Nc2ccc(F)cc2)c2oc3ccccc3c2n1,-1.7,i

# The whole of this part, previewed entries included:
SMILES,Kir21 inh,CHT block
Cc1cc2sc3ccc(C#CC4(O)CCCCC4)cc3c(=O)c2cc1C,2.4,i
COC(=O)c1ccc(C)c(N(CCO)CCO)c1,1.9,i
C=CCNC(=O)c1ccccc1NC(=O)Nc1ccccc1,1.7,i
COc1ccc(OC)c(S(=O)(=O)N2CCC(NC(=O)c3ccccc3)CC2)c1,-0.06,i
Cc1ccc(NS(=O)(=O)c2ccc(CCC(=O)N3CCOCC3)cc2)cc1,-0.4,i
CCc1nc(Nc2ccc(F)cc2)c2oc3ccccc3c2n1,-1.7,i
COc1ccc(N(C(=O)c2ccco2)C(C(=O)NC2CCCCC2)c2cccs2)cc1OC (stereo not given),2.5,i
O=c1[nH]cc(S(=O)(=O)N2CCN(c3cccc(C(F)(F)F)c3)CC2)c(=O)[nH]1,1.5,i
COc1ccc2nc(-c3ccc(N)cc3)[nH]c2c1,-1.1,i
Cc1cccc(C)c1OCc1n[nH]c(=S)n1N,0.23,i
CC(=O)C1=C(O)C(=O)N(c2ccc(O)cc2)C1c1ccccc1F (stereo not given),-0.59,i
COc1ccc(C2/C(=C(/O)c3ccc4c(c3)CC(C)O4)C(=O)C(=O)N2CCN2CCOCC2)cc1OC (stereo not given),-0.78,nt
Cc1cc(C)n2nc(SCc3cc(=O)oc4cc(O)ccc34)nc2n1,-0.8,i
Cc1[nH]c2ccc(OCc3ccccc3)cc2c1CCN1C(=O)OC(C)(C)C1(C)O (stereo not given),0.49,i
CCOc1cc(C2C(C#N)=C(N)Oc3cc(N)ccc32)ccc1O (stereo not given),-0.37,i
COc1ccc(OC)c(CNS(=O)(=O)c2c(C)nc3scc(C)n3c2=O)c1,0.04,i
CC(C)C(c1nnnn1Cc1cccs1)N1CCN(c2ccccc2)CC1 (stereo not given),-0.11,i
Cn1c(SCC(=O)NCc2ccccc2)nnc1-c1ccc(NC(=O)CCc2ccccc2)cc1,2.2,i
CCn1c(=O)cc(OCC(=O)Nc2cccnc2)c2ccccc21,-0.87,i
O=C(NCCCN1CCc2ccccc2C1)Nc1ccc(Br)cc1,-2.7,i
CC1=N/C(=C/c2ccco2)C(=O)O1,1,nt
O=C(COC(=O)c1ccc2c(=O)n3c(nc2c1)CCC3)NC1CCS(=O)(=O)C1 (stereo not given),-0.46,i
N/C(=N\OC(=O)Nc1ccccc1)c1ccno1,-0.19,i
COc1cc2c(cc1OC)/C(=C/C(=O)c1ccc(C)cc1)NCC2,0.04,i
CN1C(=O)CC(C(=O)O)SC1=Nc1ccc(F)cc1 (stereo not given),-1.9,i
COc1ccc(C(=O)Nc2ccc3cn[nH]c3c2)c(OC)c1,-1.2,i
CCCNS(=O)(=O)c1cccc2cccnc12,-0.02,i
CC(C)(C)OC(=O)N1CCC(Cc2cc(-c3cccc(Br)c3)no2)(C(=O)O)CC1,-0.01,i
N=c1c(C(=O)NC2CCCCC2)cc2c(=O)n3ccccc3nc2n1Cc1ccccc1,0.03,i
Fc1ccc(-n2c(Cc3cccs3)n[nH]c2=S)cc1Cl,-4.2*,i
O=C(OC(C(=O)NCc1cccs1)c1ccccc1F)c1ccco1 (stereo not given),-0.13,i
COC(=O)c1ccccc1NC(=O)CSc1nc(N)cc(N)n1,1.9,i
CCCCNC(=O)CCC(=O)Nc1ccc2nc(N3CCC(C)CC3)cc(C)c2c1,0.06,i
CC(=O)NC(NC(C)=O)c1ccc(Br)cc1,-0.44,i
O=C(CSc1ccc(-c2ccc(F)cc2)nn1)N1CCN(c2ccccc2)CC1,1.2,i
COc1ccccc1CNC(=O)c1ccc2c(c1)OCO2,-0.33,i
O=C(c1cc(COc2ccc(F)cc2Cl)on1)N(Cc1ccncc1)CC1CCCO1 (stereo not given),1.2,i
CC(=O)c1ccc(NC(=O)/C(=C\c2ccco2)NC(=O)c2ccco2)cc1,-0.67,i
CS(=O)(=O)c1ccc(C(=O)OCC(=O)c2ccc(Cl)s2)cc1,0.47,i
O=C(Nc1ccc(Cl)cn1)Nc1cccs1,-0.81,i
Cn1cc(C(=O)C(F)(F)F)c2ccccc21,-0.36,i
O=C(NC1CC2CCCC(C1)N2C(=O)Nc1ccc(F)cc1)c1ccccc1 (stereo not given),-0.44,i
CCN1C(=O)C(CC(=O)Nc2ccc(Cl)cc2)N(NC(=O)c2ccncc2)C1=S (stereo not given),1.3,i
CCCCSc1ccc2nc(-c3ccc(C#N)cc3)cn2c1,0.3,i
O=C(Nc1ccccc1O)c1ccc(NC(=O)C2CC2)cc1,-0.99,i
O=C(CSc1nc2ccccc2c(=O)n1-c1ccccc1)N1CCCC1,-0.49,i
Cc1cccc(C)c1OCC(=O)NNC(=S)NC(=O)C1CC1,-1.7,i
CSCC[C@H](NC(=O)COc1ccc(Cl)cc1Cl)c1nc2ccccc2[nH]1,1.5,i
O=[N+]([O-])c1ccc(OC(F)F)c(/C=N/n2cnnc2)c1,-0.15,i
CCCCn1c(N)c(N(CC(C)C)C(=O)C2CC(=O)N(Cc3ccccc3)C2)c(=O)[nH]c1=O (stereo not given),1.9,i
CCOc1ccc(NS(=O)(=O)c2ccc3[nH]c(=O)cc(C(=O)O)c3c2)cc1,-0.12,i
Cc1nonc1NC(=O)CSc1nc2ccccc2cc1C#N,1,i
CC(=O)c1c(C)oc2c1C(=O)c1ccccc1C2=O,1.1,i
Cc1ccc(NC(=O)COc2ccc(C(=O)NCCc3ccccc3)cc2)cc1,0.01,i
C=C(C)c1cccc(C(C)(C)NC(=O)Nc2ccc(OC)nc2)c1,0.04,i
CCOc1ncccc1C(=O)Nc1ccc(S(=O)(=O)Nc2nccs2)cc1,-1.1,i
Cc1ccc(CSc2ncnc3c2cnn3-c2ccccc2)cc1,0.02,i
COc1ccc(-c2csc3nc(C)n(-n4cccc4)c(=O)c23)cc1,0,i
COc1cccc(C2CC(c3ccc(F)cc3)Nc3nc(N)nn32)c1 (stereo not given),0.95,i
CCn1nc(C(=O)Nc2nc3ccc(C)cc3s2)c2ccccc2c1=O,0.19,i

# (list continues)
SMILES,Kir21 inh,CHT block
CC(NC(=O)COc1ccc(/C=N/NS(=O)(=O)c2ccccc2)cc1)c1ccccc1 (stereo not given),-0.36,i
CN(C)C(CNc1ncnc2sc3c(c12)CCCCC3)c1ccco1 (stereo not given),-0.67,i
Cc1cc(C)cc(N(CC(=O)NC2CCCC2)C(=O)c2csnn2)c1,0.23,i
COc1cc(O)c(C(CCN2CCCC(C)C2)c2ccc(N(C)C)cc2)c(OC)c1 (stereo not given),-2.5,i
O=C(CN(CCc1ccccc1)S(=O)(=O)c1ccc(Cl)cc1)N/N=C/c1ccc2c(c1)OCO2,1.3,i
O=C(CSc1nc2ccccc2[nH]1)N=Nc1c(O)[nH]c2ccccc12,-0.96,i
COc1ccccc1C(=O)NC(=O)COC(=O)C1(C)CC1(Cl)Cl (stereo not given),0.98,i
O=S(=O)(c1ccc(Cl)cc1)N1CCC(c2nc3ccccc3[nH]2)CC1,-0.84,i
Oc1ccc(C2C=C(c3ccc(F)cc3)Nc3ncnn32)cc1 (stereo not given),1.9,nt
C=CCNC(=O)NC(=S)c1ccccc1,0.61,i
COC(=O)C1=NN(c2ccc(Cl)cc2)C2C(=O)N(c3ccccc3OC)C(=O)C12 (stereo not given),-1.4,i
CCOC(=O)c1ccc(NC(=O)c2cc(OC)c(OC)c(OC)c2Br)cc1,0.5,i
C=CCn1c(CSc2nc3ccccc3s2)nnc1SCC(=O)NCc1ccco1,-3,i
CCc1ccccc1NC(=O)NNC(=O)CCc1ccc(OC)cc1,-0.86,i
CC(=O)N1CCc2cc(S(=O)(=O)NC(CC(C)C)C(=O)Nc3cc(C(=O)O)ccc3C)ccc21 (stereo not given),-1.4,i
COc1cc(/C=C2\SC(N)=NC2=O)ccc1O,1.6,i
Cc1ccccc1NC(=O)COC(=O)c1ccc(S(C)(=O)=O)c([N+](=O)[O-])c1,0.88,i
COc1c(F)c(F)c(C(=O)O)c(Nc2cc(C)cc(C)c2)c1F,0.78,i
Brc1ccc(-c2cn3ccccc3n2)s1,0.17,i
Cn1cnc(S(=O)(=O)Nc2ccc(Cl)c(C(F)(F)F)c2)c1,2.2,i
Cc1ccc2sc(NNC(=O)C3COc4ccccc4O3)nc2c1C (stereo not given),nt,i
Cn1cc(Br)c(C(=O)N2CCCCCC2)n1,-0.03,nt
CC(C)(C)OC(=O)CN1C(=O)NC2(CCCc3ccccc32)C1=O (stereo not given),0.14,i
COc1ccnc(Oc2ccc(F)cc2)c1C#N,2.1,i
Cc1ccc(-c2noc(CCC(=O)Nc3ccccc3N3CCN(C)CC3)n2)cc1,-0.28,i
O=C(NC(=S)Nc1nc2c(s1)CCCC2)c1ccc(C(=O)c2ccccc2)cc1,1.9,i
COc1ccc(C(=O)NNC(=O)c2cnccn2)cc1[N+](=O)[O-],-0.05,i
COc1cccc(-n2nnc3c(=O)n(CC(=O)OCc4ccccc4)cnc32)c1,2.1,i
CC(=O)Nc1ccc(/C=N/NC(=O)c2cc(-c3ccco3)nc3ccccc23)cc1,-1.6,i
CC(=O)N1CCC2(CC1)CC(=O)c1cc(OCC(=O)N3CCOCC3)ccc1O2,-0.51,i
COc1ccc(CNC(=O)CN(Cc2ccccc2)C(=O)CCC(=O)Nc2nccs2)cc1,0.33,i
CN(C(=O)c1ccno1)c1nnc(-c2cnccn2)s1,-0.04,i
O=C(Nc1cccc(S(=O)(=O)N2CCCCCC2)c1)c1ccc2ccccc2n1,-0.24,i
Cc1[nH]c2c(ccc3ccccc32)c1C1C(CCN)C1(C)C (stereo not given),-4.1,i
CC(=O)Oc1ccc(C(=O)Nc2nnc(C)s2)cc1,-0.06,i
CC(C)(C)c1csc(CS(=O)(=O)c2ccccn2)n1,-3.3,i

# A second format for some results above.
canonical_smiles	Kir21 inh	CHT block
CC(=O)c1ccc(NC(=O)/C(=C\c2ccco2)NC(=O)c2ccco2)cc1	-0.67	i
CS(=O)(=O)c1ccc(C(=O)OCC(=O)c2ccc(Cl)s2)cc1	0.47	i
O=C(Nc1ccc(Cl)cn1)Nc1cccs1	-0.81	i

# The list continues:
SMILES,Kir21 inh,CHT block
COc1ccc(S(=O)(=O)NCc2cccs2)cc1,-1.6,i
Cc1noc(C)c1COc1ccccc1C(=O)N(C)CC(=O)Nc1ccc(F)cc1,-0.23,i
Oc1cccc(C(=S)N2CCCCC2)c1,-3.2,i
CCOc1ccccc1NC(=O)C1CCCCN1S(=O)(=O)c1ccc(F)cc1 (stereo not given),-2,i
O=C(NCCCNc1ccnc2cc(Cl)ccc12)c1ccccc1F,-3.5,i
COc1ccc(NC(=O)c2ccco2)cc1NC(=O)c1cc2ccccc2o1,-0.23,i
OCC(CO)(CO)n1cnnn1,-0.53,i
CC1(C)Cc2c(sc3c2c(=N)n(Cc2ccco2)c(=O)n3Cc2ccc(Cl)cc2)CO1,-0.01,i
FC(F)(F)c1nnc2n1N=C(c1ccccc1)CS2,0.04,i
COc1cccc(CNC(=O)C2CCCN(S(C)(=O)=O)C2)c1 (stereo not given),0.52,i
COC(=O)c1cccc(NC(=O)c2ccc(OC)c(Cl)c2)c1,1,i
CCCCNC(C(=O)Nc1ccc(Cl)c([N+](=O)[O-])c1)c1ccccc1 (stereo not given),-1.7,i
COc1ccc(Br)cc1/C=N/NC(=O)c1cc(OC)c(OC)c(OC)c1,0.2,i
CC(C)Cc1nnc(NC(=O)c2cccc(S(=O)(=O)N3CCN(C)CC3)c2)s1,-0.86,i
CCCN(CCC)c1nc2ccccc2nc1C(C#N)C(=O)OC(C)COC (stereo not given),-1.6,i
Cc1ccc(-c2noc(CCC(=O)Nc3ccc(C)cn3)n2)cc1,-1.5,i
CCC(C)(C)n1nnnc1C(C(C)C)N1CCN(C(=O)c2ccco2)CC1 (stereo not given),0.57,i
Cc1ccc(/C=C2\SC(=S)N(CCC(=O)NNS(=O)(=O)c3ccc(C)cc3)C2=O)cc1,1.4,i
CCOc1ccc(NC(=O)COc2ccc(C(=O)NCc3cccnc3)cc2OC)cc1,-0.16,i
CC(=O)Oc1ccccc1/C=C/c1ccc2ccccc2[n+]1C,1.1,i
COC(=O)c1ccccc1NC(=O)C1CCN(S(=O)(=O)c2cc(C)ccc2OC)CC1,0.8,i
Cc1n[nH]c(C)c1S(=O)(=O)N1CCCC(C(=O)NC2CCCc3ccccc32)C1 (stereo not given),0.16,i
O=C(C1CC1)N1CCc2cc(S(=O)(=O)NCC3COc4ccccc4O3)ccc21 (stereo not given),0.06,i
CC(C)CCN(C(=O)C1CSC2(C)CCC(=O)N12)c1c(N)n(Cc2ccccc2)c(=O)[nH]c1=O (stereo not given),0.2,i
O=C(O)COc1ccccc1/C=N/NC(=O)CSc1nc2ccccc2n1Cc1ccccc1,1.5,i

# A different layout for some results above.
Kir21 inh,CHT block,compound
1.5,i,CSCC[C@H](NC(=O)COc1ccc(Cl)cc1Cl)c1nc2ccccc2[nH]1
-0.15,i,O=[N+]([O-])c1ccc(OC(F)F)c(/C=N/n2cnnc2)c1
1.9,i,CCCCn1c(N)c(N(CC(C)C)C(=O)C2CC(=O)N(Cc3ccccc3)C2)c(=O)[nH]c1=O (stereo not given)
